mHTT-CaM PPI inh = disrupts binding of mutant huntingtin to calmodulin | P42858 | AlphaScreen His-mHTT/GST-CaM binding, luminescence | inhibition, % at 15 µM | actives 3.6% (n = 190,000);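 further: 0% = both proteins with DMSO and 100% = one protein alone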
Target sequence (P42858 whole entry, looked up, stated change not applied): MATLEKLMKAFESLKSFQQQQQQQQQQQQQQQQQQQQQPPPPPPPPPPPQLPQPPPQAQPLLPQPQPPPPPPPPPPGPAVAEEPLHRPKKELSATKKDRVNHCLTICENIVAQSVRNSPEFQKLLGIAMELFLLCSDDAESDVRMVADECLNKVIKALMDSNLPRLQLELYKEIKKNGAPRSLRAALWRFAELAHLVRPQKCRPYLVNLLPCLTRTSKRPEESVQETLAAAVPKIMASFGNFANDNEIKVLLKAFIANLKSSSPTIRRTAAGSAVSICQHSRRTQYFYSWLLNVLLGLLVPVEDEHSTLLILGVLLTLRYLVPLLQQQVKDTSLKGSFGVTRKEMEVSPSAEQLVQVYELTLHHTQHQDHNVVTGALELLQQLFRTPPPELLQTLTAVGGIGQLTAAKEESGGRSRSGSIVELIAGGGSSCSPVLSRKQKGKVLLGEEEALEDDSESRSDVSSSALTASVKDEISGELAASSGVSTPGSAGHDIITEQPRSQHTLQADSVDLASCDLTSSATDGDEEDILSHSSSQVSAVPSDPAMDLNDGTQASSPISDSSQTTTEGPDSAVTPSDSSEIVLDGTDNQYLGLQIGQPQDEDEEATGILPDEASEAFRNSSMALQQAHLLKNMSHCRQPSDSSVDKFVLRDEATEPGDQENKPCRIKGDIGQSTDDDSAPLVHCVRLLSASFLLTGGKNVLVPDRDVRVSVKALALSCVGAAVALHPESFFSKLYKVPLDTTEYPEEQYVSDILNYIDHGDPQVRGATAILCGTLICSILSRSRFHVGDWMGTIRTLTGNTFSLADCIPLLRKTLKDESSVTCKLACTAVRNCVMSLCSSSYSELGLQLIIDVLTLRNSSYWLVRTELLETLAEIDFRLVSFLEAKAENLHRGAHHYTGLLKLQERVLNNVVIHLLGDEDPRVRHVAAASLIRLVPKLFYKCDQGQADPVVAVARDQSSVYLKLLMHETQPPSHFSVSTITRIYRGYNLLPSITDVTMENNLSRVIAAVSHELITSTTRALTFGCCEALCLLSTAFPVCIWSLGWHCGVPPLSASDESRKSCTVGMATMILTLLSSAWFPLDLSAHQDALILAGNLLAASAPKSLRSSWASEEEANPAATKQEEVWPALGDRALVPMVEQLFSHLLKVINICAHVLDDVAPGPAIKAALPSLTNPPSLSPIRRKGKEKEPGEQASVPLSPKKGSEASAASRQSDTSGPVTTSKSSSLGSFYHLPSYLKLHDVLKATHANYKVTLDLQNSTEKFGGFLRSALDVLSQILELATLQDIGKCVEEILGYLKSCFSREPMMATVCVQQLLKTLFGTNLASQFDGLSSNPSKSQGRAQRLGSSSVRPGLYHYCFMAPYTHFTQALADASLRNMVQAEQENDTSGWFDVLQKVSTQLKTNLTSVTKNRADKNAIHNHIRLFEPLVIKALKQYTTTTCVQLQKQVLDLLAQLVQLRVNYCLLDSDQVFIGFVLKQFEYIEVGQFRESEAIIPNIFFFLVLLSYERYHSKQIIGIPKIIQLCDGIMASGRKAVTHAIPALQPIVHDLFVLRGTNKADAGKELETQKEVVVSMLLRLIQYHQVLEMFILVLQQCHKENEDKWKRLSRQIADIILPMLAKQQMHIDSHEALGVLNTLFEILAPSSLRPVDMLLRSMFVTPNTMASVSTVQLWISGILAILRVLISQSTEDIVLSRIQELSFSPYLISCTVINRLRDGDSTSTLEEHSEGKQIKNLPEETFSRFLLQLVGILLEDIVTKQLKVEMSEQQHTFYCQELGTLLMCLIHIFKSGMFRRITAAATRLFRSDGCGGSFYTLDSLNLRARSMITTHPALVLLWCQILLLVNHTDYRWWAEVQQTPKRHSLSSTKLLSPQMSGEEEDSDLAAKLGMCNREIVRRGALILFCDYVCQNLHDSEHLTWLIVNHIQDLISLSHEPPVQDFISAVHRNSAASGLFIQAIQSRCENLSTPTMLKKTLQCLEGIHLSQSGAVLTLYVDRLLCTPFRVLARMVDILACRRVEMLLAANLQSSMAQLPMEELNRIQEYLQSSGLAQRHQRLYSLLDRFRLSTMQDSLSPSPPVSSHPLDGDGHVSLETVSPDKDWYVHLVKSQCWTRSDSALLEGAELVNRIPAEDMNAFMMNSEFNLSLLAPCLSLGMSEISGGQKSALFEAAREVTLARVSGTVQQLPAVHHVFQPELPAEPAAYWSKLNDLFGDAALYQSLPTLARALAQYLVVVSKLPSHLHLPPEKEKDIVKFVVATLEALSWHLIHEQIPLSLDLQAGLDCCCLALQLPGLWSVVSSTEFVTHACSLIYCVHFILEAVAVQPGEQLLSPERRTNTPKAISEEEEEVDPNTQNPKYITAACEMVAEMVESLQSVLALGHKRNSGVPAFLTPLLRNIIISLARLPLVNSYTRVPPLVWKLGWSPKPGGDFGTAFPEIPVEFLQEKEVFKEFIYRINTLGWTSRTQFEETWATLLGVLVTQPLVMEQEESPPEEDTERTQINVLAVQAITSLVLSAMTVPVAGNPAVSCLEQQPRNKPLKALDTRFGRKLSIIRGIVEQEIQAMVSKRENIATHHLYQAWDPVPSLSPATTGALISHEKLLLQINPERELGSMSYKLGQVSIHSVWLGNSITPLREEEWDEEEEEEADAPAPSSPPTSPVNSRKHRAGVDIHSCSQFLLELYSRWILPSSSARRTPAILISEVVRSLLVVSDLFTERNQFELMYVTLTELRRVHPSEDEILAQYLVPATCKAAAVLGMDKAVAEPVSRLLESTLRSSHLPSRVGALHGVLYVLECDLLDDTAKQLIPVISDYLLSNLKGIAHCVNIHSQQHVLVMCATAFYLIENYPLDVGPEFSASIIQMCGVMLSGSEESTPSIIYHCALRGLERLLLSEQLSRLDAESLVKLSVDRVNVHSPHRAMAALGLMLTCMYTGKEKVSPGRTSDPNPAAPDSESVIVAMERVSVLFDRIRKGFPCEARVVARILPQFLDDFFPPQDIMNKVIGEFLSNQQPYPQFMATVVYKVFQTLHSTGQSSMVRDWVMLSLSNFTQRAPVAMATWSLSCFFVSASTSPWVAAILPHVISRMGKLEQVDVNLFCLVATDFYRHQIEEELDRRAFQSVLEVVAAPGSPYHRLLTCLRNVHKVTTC
Pf apPOL block = Pf-apPOL DNA polymerase inhibition; Recombinant Pf-apPOL, molecular beacon fluorescence, 1.5 h; inhibition, % at 10 µM; actives 0.25% (n = 210,000); AID 1794808
* = called active by the depositor; / = not tested or not shown; & = joins results of further samples. No stated cut-off is given here; in the data, active means inhibition above about 50%; inactive means the rest. The order is random. Share with any hit: about 3.5%.

SMILES	mHTT-CaM PPI inh	Pf apPOL block
CC(C)(C)n1nc2c(c1NC(=O)c1cccc(F)c1)CSC2	34	1
CCn1ccc(C(=O)N(CC2CCCO2)c2nc3c(C(C)C)cccc3s2)n1 (centres undefined)	-32	-2
c1csc(-c2nc3ccccc3[nH]2)c1	-6	-8&-13
COc1ccc(C(=O)COc2ccc(Cl)cc2)cc1	-41	0
O=C(c1cccc(Cl)c1)N1CCC(N2CCC(C(=O)N3CCCCC3)CC2)CC1	4	-6
Cc1cccc(C)c1NC(=O)c1cccnc1-c1cccs1	-5	-3
CC(C)(C)N=C1Nc2ccccc2CNC12CCN(C(=O)c1cccnc1)C2 (centres undefined)	11	-3
CCNc1nc(NC(C)C)nc(Oc2ccc(OCCOc3ccccc3)nn2)n1	0	-1
O=C(NCc1cccc(C(F)(F)F)c1)c1cc2n(n1)CCCC2	-7	-2
O=S(=O)(Nc1ccc(Cl)cc1)c1ccccc1F	-7	-5
CCc1nc2c(c(=O)n1CC(=O)Nc1ccc3c(c1)OCO3)CN(Cc1ccccc1)CC2	2	-3
COc1ccc(Cl)cc1C(=O)NCc1nnc2n1CCCC2	-8	-4
COc1ccc(Cl)cc1NC(=O)N1CCCC(c2nnc(-c3ccccc3F)s2)C1 (centres undefined)	-10	-10
CCN(CC)c1ncc2c(n1)CCC(C(=O)N1CCN(c3ccccc3C)CC1)C2 (centres undefined)	27	1
CCOc1cccc2cc(C(=O)NC(C)=O)c(=Nc3ccccc3)oc12	-2	3
COCCC1CCN(C(=O)c2ccc(OC)cc2C)CC1	-3	-8
N#CC(N)=C(C#N)N=Cc1ccc(Cl)cc1	/	-2
Cc1ccc(C(=O)N2CCCC(COc3ccc(C(=O)N4CCCCC4)cc3)C2)cc1F (centres undefined)	2	2
Fc1ccc(Sc2ncnc3scc(-c4ccccc4)c23)cc1	/	0
C=C(C)CC(Nc1ccccc1C)c1ccco1 (centres undefined)	-4	0
O=C(c1cccs1)N1CCN(Cc2nc(C3CC3)cs2)CC1	-6	-6
O=C1S/C(=C\c2cc(Br)ccc2O)C(=O)N1Cc1ccc(F)cc1	-7	-4
Cc1ccc(NC(=O)c2cc3cc(Cl)ccc3oc2=O)cc1	3	-4
Cc1ncc2n1CCN(C(=O)Nc1ccccc1)C2	4	2
COc1ccc2c(c1)SC1=NC(c3ccccc3)(C(F)(F)F)NC(=O)N12 (centres undefined)	-11	1

The results go on.
SMILES	mHTT-CaM PPI inh	Pf apPOL block
COc1ccc(CNC2CCCC(C)C2)cc1 (centres undefined)	1	-3
CS(=O)(=O)C1=C(O)C(=O)N(c2ccccc2)C1c1ccccc1 (centres undefined)	-1	-13
Cc1ccc(-c2nc(C3CCN(C(=O)CNC(=O)c4ccco4)CC3)no2)cc1	-8	-5
Cc1cccc(N2C(=O)C=C(c3ccc(Cl)cc3)C2=O)c1	16	-3
Cc1sc(NC(=O)c2cccnc2)nc1-c1ccc(Cl)cc1	1	-3
OC(CNCc1ccc2c(c1)OCO2)CSc1ccccc1 (centres undefined)	/	-10&-13
O=C(Nc1nc(-c2cc3cc(Br)ccc3oc2=O)cs1)c1ccccc1	1	0
O=C(c1csc(CN2CCN(c3ccc(Cl)cc3)CC2)n1)N1CCOCC1	2	-3
CC(=O)c1c(C)oc2c1C(=O)c1ccccc1C2=O	0	-4
COc1ncccc1CN(C)C(=O)Cc1cccc(F)c1	-5	3
O=S(=O)(c1cccnc1)N1CCCC2(C1)Nc1cccnc1NC2=NCc1ccccc1 (centres undefined)	8	-5
FC(F)(F)c1ccc2c(c1)[nH]c(=S)n2CCc1ccccc1	/	1
COc1cc(NC(=O)c2ccc3nc(-c4ccccc4)cn3c2)cc(OC)c1	23	0
COc1ccc(NC(=O)Nc2ccc(N3CCCC3=O)c(C)c2)cc1	-6	-1
CN1C(=O)Cc2cc(C(=O)N3CCN(c4ccc(Cl)cc4)CC3)ccc21	12	-6
FC(F)(F)C1=CC=NCCN1	/	-13
COc1ccccc1-n1c(SCC(=O)c2ccccc2)nc2ccccc2c1=O	2	-6
Cc1cccc2sc(N3CCN(c4ccccn4)CC3)nc12	-20	-10
CCCCN1C(=O)N2Cc3ccc(C)cc3C2CS1(=O)=O (centres undefined)	-6	2
CCn1ccc2c(cc(C(=O)Nc3ccc(OC)cc3)n2C)c1=O	-5	1
O=C(Nc1ccccc1Cl)c1csc2c1CCCC2	-97	-3
Cc1ccc(F)cc1NC(=O)COc1ccc(Cl)cc1	-10	-2
COc1ccccc1N(CC(=O)Nc1ccc(CSc2ccccc2)cc1)S(C)(=O)=O	26	-5
CCCN(CC)c1c2c(nc3ncnn13)CCC2	-6	-3
COc1ccccc1CNC(=O)C(=O)NCCC1=CCCCC1	-7	-2

In a second layout: results already given.
Results follow in this order: mHTT-CaM PPI inh	Pf apPOL block
> O=C(Nc1ccccc1Cl)c1csc2c1CCCC2
→ -97	-3
> Cc1ccc(F)cc1NC(=O)COc1ccc(Cl)cc1
→ -10	-2
> COc1ccccc1N(CC(=O)Nc1ccc(CSc2ccccc2)cc1)S(C)(=O)=O
→ 26	-5
> CCCN(CC)c1c2c(nc3ncnn13)CCC2
→ -6	-3
> COc1ccccc1CNC(=O)C(=O)NCCC1=CCCCC1
→ -7	-2

Other entries
SMILES	mHTT-CaM PPI inh	Pf apPOL block
COc1ccc(-c2cc(C(=O)N3CCCC3c3ccc(F)cc3)no2)cc1OC (centres undefined)	11	-2
O=C(O)c1cc(-c2ccccc2)n(-c2ccccc2C(=O)O)n1	0	-2
O=S(=O)(Nc1ccc(Cl)c(Cl)c1)c1ccc(F)cc1	4	-4
Cc1ccc(NC(=O)C(=O)NCc2ccccc2)cc1	-6	2
O=C(/C=C/c1cn(-c2ccccc2)nc1-c1cccnc1)c1ccco1	53*	6
Cn1c(N2CCC(C(=O)Nc3ccccc3F)CC2)cc(=O)n(C)c1=O	34	5
c1ccc(-c2nc(-c3ccnc(N4CCCC4)c3)no2)nc1	-5	0
Cc1ccc(S(=O)(=O)Nc2ccc(I)cc2)cc1C(N)=O	-1	-6
Cc1nc2cc(N3CC(C(=O)Nc4ccccc4F)CC3=O)ccc2o1 (centres undefined)	1	-4
CC1(C)Cc2nc3nc[nH]c(=O)c3cc2CO1	4	-3
Brc1cccc(CNc2cc3c(cc2Br)OCCO3)c1	78*	2
Cc1cc(C)c(Nc2ncnc(N)c2[N+](=O)[O-])c(C)c1	0	-3
CC(C)Cn1nc(-c2ccccc2)c2ccccc2c1=O	-1	4
CC(C)Cn1c(-c2ccc(S(=O)(=O)N3CCCC3)cc2)csc1=Nc1ccccc1	27	-3
COc1ccc2[nH]cc(CCNC(=O)c3ccc([N+](=O)[O-])cc3)c2c1	10	3
Cc1ccc2c(c1)N(C(=O)Nc1ccccc1Cl)CCO2	-13	-4
Cc1nn(C(=O)c2cccnc2)c(C)c1Sc1ccccc1[N+](=O)[O-]	43	-5
CCOCC(=O)Nc1nnc2ccccn12	4	-5
O=C(Nc1ccc2c(c1)OCO2)N1CCN(c2cc(-n3ccnc3)ncn2)CC1	-14	-6
Cc1cc(Br)c(Cl)cc1NC(=O)CCN1C(=O)C2C3C=CC(C3)C2C1=O (centres undefined)	4	-2
CCC(=O)N1CCc2cc(Br)cc(S(=O)(=O)CCC(=O)NC(C)(C)C)c21	0	-5
Nc1ccc2c(c1)S(=O)(=O)c1cc(N)ccc1O2	8&5	-8&4
O=C(Nc1cccnc1)c1cccc(C(=O)Nc2cccnc2)n1	10	-4
COc1ccc(C(=O)N2CCC(C(=O)N3CCC(Cc4ccccc4)CC3)CC2)cc1	4	2
CC(=O)NCCc1csc(C2CCN(C(=O)c3cc(C)ccc3C)CC2)n1	4	-2

Compound profiles (already shown).
COc1ncccc1CN(C)C(=O)Cc1cccc(F)c1 as listed: mHTT-CaM PPI inh: -5; Pf apPOL block: 3
COCCC1CCN(C(=O)c2ccc(OC)cc2C)CC1 as listed: mHTT-CaM PPI inh: -3; Pf apPOL block: -8
Cc1ccc(S(=O)(=O)Nc2ccc(I)cc2)cc1C(N)=O as listed: mHTT-CaM PPI inh: -1; Pf apPOL block: -6

More compounds follow:
SMILES	mHTT-CaM PPI inh	Pf apPOL block
Cc1cc(NS(=O)(=O)c2ccc(NC(=O)c3ccc([N+](=O)[O-])c(C)c3)cc2)nc(C)n1	2&-2	8&0
COCCCNC(=O)c1oc2ccc(S(=O)(=O)N(C)C3CCCCC3)cc2c1C	16	-4
CC(=O)Nc1ccc(C)c(N=Cc2ccc(Cl)c(Cl)c2)c1	/	5
CN(C1CCCCC1)S(=O)(=O)c1cc(C(=O)Nc2ccccc2Cl)ccc1F	-26	-5
CC1=C(C(=O)Nc2ccc(C)cc2C)C(c2ccc(N(C)C)cc2)NC(=O)N1 (centres undefined)	4	-6
c1ccc(-c2ccccc2OCCCCn2ccnc2)cc1	21	-9
COc1ccc(C(=O)N2CCN(CCCc3c[nH]c4ccc(F)cc34)CC2)cc1	/	-4
Oc1cccc(C=Nc2c(-c3ccco3)nc3ccccn23)c1	49	8
O=C(Nc1nc(-c2cccc([N+](=O)[O-])c2)cs1)C12CC3CC(CC(C3)C1)C2	33	-8
CSc1cccc(NC(=O)N2CCC(c3nc(C(=O)N(C)C)c(C)o3)CC2)c1	2	-1
CCc1cccc(CC)c1NC(=O)Cc1ccc(Cl)cc1	0	1
O=S(=O)(Nc1ccc(-c2cn3c(n2)SCC3)cc1)c1ccc2c(c1)OCCO2	17	2
Nc1nonc1-c1noc(CCCN2C(=O)c3ccccc3C2=O)n1	4	-8
O=C(C1CCN(c2nc3ccc(-c4ccccc4F)nc3s2)CC1)N1CCOCC1	15	-20
O=C(NC1CC1)C(Cc1ccccc1)c1ccccc1 (centres undefined)	-1	-18
Cc1ccc(C)c(N(C)S(=O)(=O)c2ccc3[nH]cc(C(=O)NCc4ccccn4)c(=O)c3c2)c1	1	-10
Cc1nnc(NC(=O)Nc2ccc(F)cc2)s1	2	-2
Cc1ccc(NC2=NS(=O)(=O)c3ccccc32)c([N+](=O)[O-])c1	6	-4
Cc1nc2c(cnn2-c2ccccc2)c(=O)[nH]1	-1	-2
COc1ccc(-c2cc(C(F)(F)F)nc(NCc3cccs3)n2)cc1	-107	-8
Cc1nc(-c2cccnc2)cs1	/	-6
CC(C)Cc1ccc(S(=O)(=O)Nc2nc3ccccc3s2)cc1	-1	-10
Cc1ccc(S(N)(=O)=O)cc1NC(=O)c1cc(-c2ccccc2Cl)nc2ccccc12	30	-1
Cc1nn(C)c2[nH]c(=O)cc(CCl)c12	-5	/
CC(=O)C(C)(C)OC(=O)NCc1ccccn1	/	-16

Remaining list, next part.
SMILES	mHTT-CaM PPI inh	Pf apPOL block
CC(C)(C)OCC(O)CN1CCC(Cc2ccccc2)CC1 (centres undefined)	-4&30	-2&4
Cc1ccc(C(=O)N=c2sc(C)cn2C(C)C(=O)N2CCCC2)cc1 (centres undefined)	1	-3
COc1cc2c(cc1OC)C(C(=O)O)C(c1cc(Br)c(O)c(OC)c1)N(C)C2=O (centres undefined)	3	-2
CCCCN1CCc2nc(Nc3ccccc3OC)ncc2C1	-5	-4
Cc1cccc(OCC(=O)Nc2cc(-c3nc4ncccc4o3)ccc2Cl)c1	-4	-10
O=C(NCc1ccccc1)N1CCCC1c1ccc(F)cc1 (centres undefined)	-5	-4
Cc1cccc(C)c1NC(=O)NC1CCCCC1	-1	-2
O=C(CC1CCN(S(=O)(=O)c2ccc(Cl)s2)CC1)NCCCN1CCCC1=O	1	-1
O=C(NCc1ccccc1)C1CC(=O)N(c2ccc(F)cc2)C1 (centres undefined)	-2&-1	-5&-2
O=C(C1CCN(Cc2cccc(OCc3ccccc3)c2)CC1)N1CCCCC1	5	-7
CC1CCCN(c2nc3ccccn3c(=O)c2C=O)C1 (centres undefined)	-3	/
CCN(CC)c1ccc(C2CC(=O)C3=C(C2)Nc2ccccc2N(C(C)=O)C3c2ccco2)cc1 (centres undefined)	36	14
Cc1cc(Nc2cccc(C(=O)O)c2)n2ncnc2n1	-3	-3
CCCCc1ccc(NC=CC(=O)c2ccc(OC)cc2)cc1	1	-9
COc1ccc(-c2cc(O)cc3sc(=O)oc23)cc1	74*	2
CCCc1cc(C2CCCN2C(=O)Cc2ccccc2OC)no1 (centres undefined)	-3	10
Cc1ccc(Oc2cc(N3CCN(C(=O)C(C)C)CC3)ncn2)cc1	-5	-12
Cc1cccn2c(=O)c3cc(S(=O)(=O)c4ccccc4)c(=N)n(C4CCCC4)c3nc12	-3	-16
Clc1ccc(OCCSc2nnnn2C2CCCCC2)cc1	-13	10
CC(NC(=O)c1cccc2[nH]ccc12)C(=O)N1CCCc2ccccc21 (centres undefined)	-4	3
COCCN=C1Nc2ccccc2NC12CCCN(S(=O)(=O)c1ccccc1Cl)C2 (centres undefined)	10	-2
Cc1ccc(C(=O)Nc2cccc(F)c2)c(Cl)c1	-7	5
c1csc(-c2cnc3ccccc3n2)c1	-19	-1
CC(=O)N1CCc2cc(N3CC(C(=O)NCCC4=CCCCC4)CC3=O)ccc21 (centres undefined)	-4	-6
O=C1NC(=O)/C(=C\c2ccc(-c3cccc(Cl)c3Cl)o2)S1	4	4
COCCNC(=O)CN1N=C(c2ccc(Cl)cc2)CCC1=O	1	-17
Cc1ccc2[nH]c3c(c2c1)CC(NC(=O)CC1C=CCC1)CC3 (centres undefined)	97*	6
COc1ccc(NC(=O)CN2C(=O)C(=O)c3ccccc32)cc1	-3	-6
CC(C)(C)N=C1Nc2ccccc2CNC12CCN(C(=O)Cc1ccccc1F)C2 (centres undefined)	53*	-10
